S1P3 antag = S1P3 receptor antagonists, primary screen, cell-based. CHO S1P3 NFAT-BLA reporter, FRET fluorescence, antagonist mode. inhibition, % at 4.98 µM. 170,000 compounds, 0.27% hits. Sphingosine 1-phosphate receptor 3 (Homo sapiens), Q99500;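 active = inhibition above the plate cutoff, the mean inhibition of test wells on that plate plus 3 SD, cut at about 28% in these data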;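 also: cells challenged with S1P at its EC80 of 0.8 µM; blue over green emission ratio from cleaved BLA substrate after 4 h stimulation; 0% = S1P-stimulated wells and 100% = unstimulated DMSO-only wells; some compounds past the cut are filed as inactive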
Target sequence (Q99500 whole entry, looked up): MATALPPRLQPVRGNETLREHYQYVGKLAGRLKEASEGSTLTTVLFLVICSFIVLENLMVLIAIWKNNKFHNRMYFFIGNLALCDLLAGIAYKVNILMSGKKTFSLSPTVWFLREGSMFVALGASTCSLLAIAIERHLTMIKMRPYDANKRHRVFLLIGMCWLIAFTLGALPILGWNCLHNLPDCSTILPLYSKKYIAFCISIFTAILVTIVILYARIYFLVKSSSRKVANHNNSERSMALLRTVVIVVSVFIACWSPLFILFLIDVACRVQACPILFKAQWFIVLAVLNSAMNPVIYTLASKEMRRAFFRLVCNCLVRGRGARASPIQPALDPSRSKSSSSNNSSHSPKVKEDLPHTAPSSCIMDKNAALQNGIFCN
RAM network inh = inhibitors of the yeast RAM network, primary screen, dse1pr::URA3 reporter, 5-FOA selection; S. cerevisiae dse1pr::URA3 reporter, 5-FOA growth OD615, 2 d; analog-sensitive cbk1-as2 kinase mutant strain; inhibition, % at 50 µM; 190,000 compounds, 1.8% hits; AID 868, 2007;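 active = inhibition above a set limit, 3 SD over mean compound inhibition, cut at about 8.4% in these data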;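 also: 0% = DMSO-only wells with no growth and 100% = 10 µM 1-NA-PP1 full growth; inhibition rescues growth on 5-FOA so higher OD means more RAM inhibition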
Diaphorase act = compounds boosting diaphorase resazurin reduction – biochemical, uHTS, resorufin fluorescence, counter-screen for diaphorase-coupled primary assays, primary screen; Diaphorase/resazurin coupled assay, 16 min; active compounds read high; 1 = vehicle wells, 0 = NADH-free wells; activation factor at 20 µM; 190,000 compounds, 0.005% hits;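 active = diaphorase activity raised at least twofold by the compound at 20 µM; inactive = activation factor below 2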
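System – purified diaphorase enzyme from Clostridium kluyveri · Input – enzyme 0.07 U/mL final · Also added – final NADH 0.114 mM, resazurin 0.1 mM · Measured by – fluorescence of resorufin, 544 nm excitation, 590 nm emission · Timing – 16 min enzyme reaction, ambient temperature · Measure – resorufin increase flagging diaphorase activators or reducers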
PMI activator = activators of human PMI, primary screen, biochemical, fluorescence intensity, near-Km mannose 6-phosphate | activation factor at 20 µM | purified human PMI, coupled resazurin fluorescence, 20 min; active compounds read high; 1 = vehicle control, 0 substrate-free wells | 190,000 compounds, 0.005% hits | Mannose-6-phosphate isomerase (Homo sapiens), P34949;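 active = activation factor of 2 or more at 20 µM, relative to plate controls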
Target sequence (P34949 whole entry, looked up): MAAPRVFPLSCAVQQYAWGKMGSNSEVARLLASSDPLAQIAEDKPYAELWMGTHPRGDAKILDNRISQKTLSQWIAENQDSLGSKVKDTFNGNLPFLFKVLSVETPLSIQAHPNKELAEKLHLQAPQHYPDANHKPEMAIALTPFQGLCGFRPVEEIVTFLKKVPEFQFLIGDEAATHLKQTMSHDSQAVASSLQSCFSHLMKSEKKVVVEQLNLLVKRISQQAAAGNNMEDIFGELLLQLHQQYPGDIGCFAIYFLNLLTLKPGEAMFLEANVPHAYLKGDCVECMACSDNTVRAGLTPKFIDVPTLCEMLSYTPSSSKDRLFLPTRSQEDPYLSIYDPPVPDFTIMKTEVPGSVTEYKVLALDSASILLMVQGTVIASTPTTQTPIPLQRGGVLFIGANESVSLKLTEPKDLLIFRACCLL
Diaphorase inh = diaphorase inhibitors and chemical oxidizers, primary screen, counter-screen for diaphorase-coupled primary assays, biochemical, uHTS, resorufin fluorescence. 190,000 compounds, 0.69% hits. AID 1217, 2008. diaphorase resazurin-to-resorufin fluorescence, NADH, 16 min; bacterial (C. kluyveri) enzyme, not human. inhibition, % at 20 µM;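 active = primary screen inhibition at 20 µM above a set limit, cut at about 50% in these data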;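 also: plate controls were DMSO with full reaction for no effect and wells lacking NADH for full effect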
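System: Bacterial diaphorase enzyme (C. kluyveri) | Incubation: 16-min room-temperature incubation before reading | Benchmarks: No-NADH positive control and DMSO neutral control | Measured by: Resorufin fluorescence 544/590 nm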
Lmaj promast = Leishmania major promastigote growth inhibition, primary screen; 200,000 compounds, 9% hits; inhibition, % at 10 µM; Leishmania major promastigotes, resazurin fluorescence viability;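 also: promastigotes grown with compound for 44 hours at 28 °C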
G6PDH counter = L. mesenteroides G6PDH inhibitors, counter-screen for G6PDH-coupled screening assays, biochemical, Leuconostoc mesenteroides enzyme | glucose-6-phosphate dehydrogenase [Leuconostoc mesenteroides] | Purified L. mesenteroides G6PDH, diaphorase/resazurin coupled fluorescence, 45 min | inhibition, % at 5 µM | 200,000 compounds, 0.12% hits | AID 1020, 2008
TLR4-MyD88 BLA = inhibitors of TLR4-MyD88 association in cells, primary screen, cell-based, HeLa CL3-4, BLA complementation, FRET ratio. 200,000 compounds, 0.18% hits. inhibition, % at 8.4 µM. Toll-like receptor 4 (Homo sapiens) + Myeloid differentiation primary response protein …. HeLa CL3-4 TLR4/MyD88 BLA complementation; in the data active = inhibition above about 25%;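 also: 0% = vehicle and 100% = reference inhibitor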
Redox H2O2 prof = compounds producing H2O2 with reducing agent – biochemical, NIH compound library profiling, artefact control for MLSCN library redox annotation, primary screen | DTT-dependent redox cycling H2O2, phenol red/HRP absorbance; 100% = 100 µM peroxide control, 0% = buffer | activation, % at 10 µM | 200,000 compounds, 0.03% hits;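 active = activation of at least 50% relative to the plate's high and low controls in the primary single-dose screen; inactive = activation below 50%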;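 also: compound incubated with DTT at 0.8 mM final as the reducing agent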
PMI act satM6P = human PMI activators, high substrate, primary screen, biochemical, fluorescence intensity, near-saturating mannose 6-phosphate. Mannose-6-phosphate isomerase (Homo sapiens), P34949. coupled PMI enzyme assay, resazurin fluorescence, 20 min; active compounds read high; 1 = untreated enzyme, 0 = substrate-free blank. activation factor at 20 µM. 190,000 compounds, 0.34% hits;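 active = activation factor of 2 or more at 20 µM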
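Test system: human PMI in coupled enzyme assay; Input: PMI at 15 ng/mL final; Medium: HEPES buffer, pH 7.4; Schedule: 20 min incubation at room temperature; Technique: resorufin fluorescence at Ex 544/Em 590 nm; Compound: 20 µM single dose; Probe or stimulus: Near-saturating mannose-6-phosphate, 1.0 mM.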
Hsp70 activator = Hsp70 transcriptional activators, primary screen, cell-based, HeLa, Hsp70 promoter luciferase, luminescence, 10 µM; activation, % at 10 µM; HeLa Hsp70 promoter luciferase reporter; scaled: vehicle 0, proteasome-inhibitor control 100%; 200,000 compounds, 0.04% hits;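 active = activation above the mean across all tested compounds plus 3 SD, cutoff set per campaign, cut at about 5.5% in these data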;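 also: 100% = MG132 at 30 µM as the positive control and 0% = DMSO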
* = called active by the depositor; nt = no result given. Rule as the data show it, unless noted: active = inhibition above about 50%; inactive = the rest.

SMILES	S1P3 antag	RAM network inh	Diaphorase act	PMI activator	Diaphorase inh	Lmaj promast	G6PDH counter	TLR4-MyD88 BLA	Redox H2O2 prof	PMI act satM6P	Hsp70 activator
S=c1[nH]nc(CN2CCCC2)n1Cc1ccccc1	15	0.9	0.9	1	12	-2	0	-10	-0.3	1	-0.4
COc1cc(C)c(C(C)C)cc1S(=O)(=O)N1CCN(C)CC1	-50	0.5	0.9	1	12	0	-7	14	0.0	0.9	0.1
O=C(Cc1ccc(S(=O)(=O)N2CCCC2)s1)NC1CCCCCC1	nt	2.8	0.8	1	16	94*	0	3	0.3	0.8	0.2
COc1ccc(OC)c(C2=NOC(C(=O)Nc3cccc(C(C)=O)c3)C2)c1 (stereo unspecified)	-29	0.4	0.9	1	14	2	0	-16	1.3	1	-0.3
O=C1C2CC=CCC2C(=O)N1CC1CCCO1 (stereo unspecified)	-35	-0.4	1	1	-2	-6	-17	2	-0.7	1	-0.5
O=C(O)C1CCC(CNCc2cccnc2)CC1 (stereo unspecified)	4	nt	nt	nt	nt	-4	nt	4	2.0	nt	-0.1
Cc1nnc(SCC(=O)NC(=O)NC2CCCC2)n1N	nt	0.9	0.9	0.9	10	-8	8	8	0.2	0.9	-0.2
O=C(NC1CC1)c1ccc2snnc2c1	-11	0.6	0.9	1	11	0	8	7	-1.4	1	0.0
Cc1ccc(C(=O)OCC(=O)Nc2sc3c(c2C#N)CCC3)cc1	4	1.9	0.9	0.9	6	52*	-4	-8	0.2	1	-0.6
CCc1cc2c(=O)c(-c3ccc4c(c3)OCCO4)coc2c(CN2CCCCC2C)c1O (stereo unspecified)	-2	-0.6	1	1	1	8	7	-2	0.1	1	-0.2

One compound at a time, as listed above:
S=c1[nH]nc(CN2CCCC2)n1Cc1ccccc1 is listed with S1P3 antag: 15; RAM network inh: 0.9; Diaphorase act: 0.9; PMI activator: 1; Diaphorase inh: 12; Lmaj promast: -2; G6PDH counter: 0; TLR4-MyD88 BLA: -10; Redox H2O2 prof: -0.3; PMI act satM6P: 1; Hsp70 activator: -0.4
Cc1ccc(C(=O)OCC(=O)Nc2sc3c(c2C#N)CCC3)cc1 is listed with S1P3 antag: 4; RAM network inh: 1.9; Diaphorase act: 0.9; PMI activator: 0.9; Diaphorase inh: 6; Lmaj promast: 52*; G6PDH counter: -4; TLR4-MyD88 BLA: -8; Redox H2O2 prof: 0.2; PMI act satM6P: 1; Hsp70 activator: -0.6

The list continues.
SMILES	S1P3 antag	RAM network inh	Diaphorase act	PMI activator	Diaphorase inh	Lmaj promast	G6PDH counter	TLR4-MyD88 BLA	Redox H2O2 prof	PMI act satM6P	Hsp70 activator
Cc1c(C(=O)c2cccc([N+](=O)[O-])c2)c2ccccn2c1CCC#N	-11	0.2	0.8	1	18	1	0	-5	0.0	1	-0.2
COC(=O)c1ccc(N2CCN(S(=O)(=O)c3ccccc3)CC2)c([N+](=O)[O-])c1	nt	6.2	0.9	0.9	13	3	-17	-4	1.5	0.9	0.0
Cc1cc(C)n(-c2nc(SCCN(C)C)c3c4c(sc3n2)CCCC4)n1	nt	-1.4	1.1	0.9	-8	100*	-4	4	-4.3	1	-0.5
COc1ccc2c(c1)CCc1c(C(=O)N3CC4(C)CC3CC(C)(C)C4)noc1-2 (stereo unspecified)	14	8.1	0.8	0.8	17	30	-17	-16	3.0	0.9	-0.1
C/C(=N\NC(=O)c1ccc([N+](=O)[O-])cc1)c1cc2ccccc2oc1=O	1	0.6	0.8	1.1	22	-7	-13	0	0.4	1.1	-0.1
O=C(OCCN1C(=O)c2ccccc2C1=O)c1cc(S(=O)(=O)N2CCOCC2)ccc1Cl	-11	0.3	0.8	0.9	24	4	0	1	-0.1	0.9	-0.1
CCOC(=O)/C(C#N)=C/c1cc(C)n(-c2ccc(C)cc2)c1C	nt	3.1	0.8	0.9	22	1	-1	5	5.8	0.9	0.1
O=C(NCCNc1cc(Cl)ccc1[N+](=O)[O-])c1ccco1	-13	-0.4	0.8	0.8	16	1	-16	-9	0.4	0.9	0.0
COc1ccc(C(c2nnnn2C2CCCC2)N2CCN(c3ccccc3)CC2)cc1 (stereo unspecified)	nt	2.9	0.8	0.9	16	63*	0	-7	-0.7	0.9	-0.1
COC(=O)NNC(=O)c1ccc(C)c(Br)c1	7	-0.3	1	1.1	2	-3	10	-1	0.1	1	-0.3

Retrieved by structure from the entries so far (five):
SMILES	S1P3 antag	RAM network inh	Diaphorase act	PMI activator	Diaphorase inh	Lmaj promast	G6PDH counter	TLR4-MyD88 BLA	Redox H2O2 prof	PMI act satM6P	Hsp70 activator
O=C(NCCNc1cc(Cl)ccc1[N+](=O)[O-])c1ccco1	-13	-0.4	0.8	0.8	16	1	-16	-9	0.4	0.9	0.0
Cc1cc(C)n(-c2nc(SCCN(C)C)c3c4c(sc3n2)CCCC4)n1	nt	-1.4	1.1	0.9	-8	100*	-4	4	-4.3	1	-0.5
O=C(NC1CC1)c1ccc2snnc2c1	-11	0.6	0.9	1	11	0	8	7	-1.4	1	0.0
O=C(OCCN1C(=O)c2ccccc2C1=O)c1cc(S(=O)(=O)N2CCOCC2)ccc1Cl	-11	0.3	0.8	0.9	24	4	0	1	-0.1	0.9	-0.1
COC(=O)c1ccc(N2CCN(S(=O)(=O)c3ccccc3)CC2)c([N+](=O)[O-])c1	nt	6.2	0.9	0.9	13	3	-17	-4	1.5	0.9	0.0

(more compounds)
SMILES	S1P3 antag	RAM network inh	Diaphorase act	PMI activator	Diaphorase inh	Lmaj promast	G6PDH counter	TLR4-MyD88 BLA	Redox H2O2 prof	PMI act satM6P	Hsp70 activator
O=C(CCl)Nc1cc(-c2ccccc2)nn1-c1ccccc1	nt	1.2	0.9	1	10	98*	-1	5	-2.3	1	0.0
CCOC(=O)N1CCN(S(=O)(=O)c2ccc(Br)s2)CC1	2	0.3	0.8	0.9	22	12	6	-14	1.7	0.9	-0.2
CCOC(=O)C1CCN(C(=O)CSc2cc(=O)n(C)c3ccccc23)CC1	6	-0.1	0.8	1	16	4	-3	-8	-0.9	0.9	-0.4
COc1ccc(C(C)=O)cc1COc1ccccc1[N+](=O)[O-]	3	4.7	0.8	0.9	18	-5	2	23	0.1	0.8	0.0
C=C(C)CN(CC)C(=O)CSc1nc2ncc(Cl)cc2[nH]1	-53	-0.7	0.8	1	22	47	4	-4	1.7	0.9	0.1
COC(=O)C/C=C/[C@@H](C)[C@@H](/C=N/OC[C@H]1O[C@H](c2ccccc2)C=C[C@@H]1Oc1ccc(OC)cc1)NS(=O)(=O)c1ccc(C)cc1	0	16*	0.8	0.9	23	2	15	-17	2.2	1	-0.3
Cc1nnc(NC(=O)C2CCN(c3cnccn3)CC2)s1	-22	0.4	1	1.1	4	2	7	1	-0.5	1.1	-0.6
O=C(NCC1CCCCC1)c1cc(S(=O)(=O)N2CCCCC2)ccc1N1CCOCC1	-5	0.1	0.9	0.9	14	8	5	-2	-1.7	0.9	-0.1
COc1cccc(-c2ccc(-c3noc(-c4ccccc4F)n3)c(OC)n2)c1	-38	11*	0.9	0.9	11	1	-48	2	-2.2	0.9	-0.4
CC(=O)OC(CC(=O)O)C[N+](C)(C)C (stereo unspecified)	1	0.8	0.9	1.1	5	-9	10	4	0.3	1.1	-0.2
Oc1c(Cl)cc(Cl)cc1CNn1cnnc1	3	1.1	1	0.9	1	-4	19	-2	-0.6	0.9	-0.2
CCOc1ccc(Cl)cc1S(=O)(=O)NCc1ccccn1	5	-1.3	1	1	4	1	0	-8	-0.3	1	0.6
COC(=O)c1cccc(S(=O)(=O)N2CCC(NC(=O)NC34CC5CC(CC(C5)C3)C4)CC2)c1	4	4.4	0.9	1	12	43	3	-6	1.5	1	0.0
COc1cc(Cl)c(C)cc1NC(=O)c1cccc(OC)c1OC	2	10*	0.7	0.8	32	8	11	3	0.7	0.8	0.1
N#Cc1cc2c(nc1SCc1ccccc1)CCC2	nt	3.1	0.9	1	7	-6	3	5	2.0	1	-0.1
Cc1nn(-c2ccccc2)c(Cl)c1C(=O)Nc1nnc(C2CCCCC2)s1	nt	1.6	1	1	-2	10	7	-7	0.9	1	-0.2
COc1ccc(C(=O)NC(=S)Nc2ccc([N+](=O)[O-])cc2C)cc1OC	nt	3.2	0.9	0.9	5	-5	-49	4	-0.5	0.9	0.4
COc1ccc(OC)c(NC(=O)C(=O)NNC(=O)c2cccs2)c1	-1	2.8	0.8	0.8	19	-6	-9	6	0.4	0.8	-0.4
O=C(CCC(=O)c1ccc(F)cc1)Nc1ccccc1Cl	-7	-0.1	0.9	0.9	13	37	4	-2	-0.6	0.9	0.1
COc1cccc(C(=O)OCn2nnc3ccccc3c2=O)c1	nt	1.6	0.9	0.9	7	-3	-7	-6	-1.4	0.9	0.0
CC(N=C1NS(=O)(=O)c2ccccc21)C(=O)N1CCc2ccccc2C1 (stereo unspecified)	-20	0.5	0.9	1	5	1	6	-1	-0.5	1	-0.1
O=C(CSc1nnc(-c2cccc(S(=O)(=O)N3CCCC3)c2)n1-c1ccccc1)Nc1ccc(C(=O)O)cc1	-26	1.8	0.9	1	11	9	1	5	0.5	1	0.0
CCCNS(=O)(=O)c1ccc(NC(=O)Cc2cccs2)cc1	nt	-0.7	1	1	2	-5	1	-11	-0.6	1	-0.3
CNC(=O)Nc1ccc2nc(C)sc2c1	-10	2.3	0.9	0.9	14	-6	19	-2	2.2	0.9	-0.1
COc1ccccc1C1CC(=O)n2c(nc(-c3ccccc3)c2-c2ccccc2)S1 (stereo unspecified)	-1	8.4*	0.8	1	21	13	6	9	-0.2	0.9	-0.3
Cc1nc(-c2cccc(S(=O)(=O)N3CCC(C)CC3)c2)cs1	nt	3.1	0.9	1	15	-3	8	14	-4.2	1	0.0

High-throughput results from PubChem BioAssay.

This is a random part of the collection; overall some 12% were active at least once.
